# High-throughput results deposited in PubChem by National Center for Advancing Translational Sciences (NCATS).
# Nrf2 ARE act: activates Nrf2 signaling; Potency, µM (series often up to 46.1 µM), without a hit: at the top dose activation, usual class: activators; AID 624171; AREc32 ARE-luciferase reporter (MCF7-derived line), luminescence, 24 h; hit rate 0.31% among 410,000; note: % of control where 0% means no effect; nearly all actives have a fitted effect of over 65% in size
#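 Each well held 1000 AREc32 cells, which were incubated with compound for 24 hr at 37 deg C after overnight attachment, and ARE reporter activity was quantified by firefly luciferase luminescence.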
# HepG2 viability: HepG2 cytotoxicity, counter-screen for TGF-b inhibitors. AID 588856. HepG2 CAGA-GFP viability, ATP luminescence, 18 h. Potency, µM (series often up to 46.1 µM), for inactives: top-dose activity change, negative = cytotoxicity, usual class: cytotoxic. hit rate 0.76% among 410,000; note: some results filed as inactive show a strong effect at the top dose
#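 CellTiter-Glo luminescence gave cytotoxicity after 18 hours at 37 degrees C. The cells were HepG2 CAGA-GFP in 1% FBS DMEM, stimulated with 500 pg/mL TGF-beta after compound addition. %Activity was normalised to no-cell wells (complete cell-killing) and DMSO (no toxicity), and curves were fitted and classified.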
# Nrf2 inh: Nrf2 pathway inhibition. A549 ARE-Fluc reporter, luciferase luminescence, 18-24 h. Potency, µM (top dose mostly 46 µM), inactives show top-dose activity change, negative = inhibition, most hits filed as inhibitors. hit rate 2.1% among 360,000. AID 504444; note: % is set by controls: 0 for no effect and ±100 for the full control effect; nearly all actives have a fitted effect of over 60% in size
#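 Nrf2 activity is the BugLite luminescence, read 15 min after reagent at room temperature, following CellTiter-Fluor cytotoxicity readout (30 min, 37C). Compound titrations were applied for 18-24 h to 5000 A549 ARE_Fluc cells/well in 5% FBS OPTI-MEM.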
# A549 tox: A549 cytotoxicity, counter-screen for Nrf2 inhibitors | A549 ARE-Fluc cells, CellTiter-Fluor viability, 18-24 h | Potency, µM (titrated, usually from 46 µM), for the others: at the highest dose activity change, negative = cytotoxicity, hits mostly inhibitors | hit rate 0.16% among 390,000; note: % is set by controls: 0 for no effect and ±100 for the full control effect
#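 A549 ARE_Fluc cells in 5% FBS OPTI-MEM were exposed to compounds in concentration-response for 18-24 h at 37 deg C. Viability was read by CellTiter-Fluor fluorescence (Ex 405/Em 525) after 30 min, before the luciferase read.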
# TGFb inhibitor: TGF-b pathway inhibition. HepG2 CAGA-GFP TGF-b/SMAD3 reporter, GFP fluorescence, 18 h; TGF-beta stimulated, 500 pg/mL final. Potency, µM (top dose mostly 46.1 µM), for inactives: at the top dose activity, negative = inhibition, actives largely listed as inhibitors. hit rate 1.2% among 410,000. AID 588855; note: % is set by controls: 0 for no effect and ±100 for the full control effect; nearly all actives have a fitted effect of over 65% in size
#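 GFP signal (ex488/em500-530) from TGF-beta-stimulated HEPG2 CAGA-GFP cells, 500 pg/mL final, 18 h at 37 degrees C in DMEM plus 1% FBS, normalized to unstimulated and DMSO-stimulated controls.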
# ATXN2 expr inh: reduces ATXN2 reporter expression in HEK-293 cells | HEK-293 ATXN2-luciferase reporter, luminescence, 24 h | Potency, µM (doses to about 57 µM), for the others: top-dose activity change, negative = inhibition, usual class: inhibitors | hit rate 0.72% among 360,000 | AID 1745845; note: % is set by controls: 0 for no effect and ±100 for the full control effect; nearly all actives have a fitted effect of over 55% in size
#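 qHTS (up to 57 uM final) was run with 24 h compound exposure of reporter cells at 37 °C. Each well was multiplexed: SteadyGlo luminescence measured ATXN2-luciferase expression after a fluorogenic Gly-Phe-AFC viability readout (25 uM final).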
# MCF10A rerep: DNA re-replication induction in MCF 10a cells; Potency, µM (doses to about 46.1 µM), for inactives: at the highest dose activity, positive = re-replication, most hits filed as activators; hit rate 2.9% among 350,000; MCF 10A DNA re-replication, Hoechst nuclear intensity, 48 h; note: % of control where 0% means no effect; nearly all actives have a fitted effect of over 50% in size
# ATXN viability: reduces viability in counter-screen for ATXN expression inhibitors | hit rate 0.49% among 400,000 | Potency, µM (top dose mostly 56.7 µM), actives largely listed as cytotoxic | S2 cells (HEK-293 line with an ATXN2-luciferase reporter) viability, CellTiter-Fluor protease fluorescence, 24 h | AID 651635; note: nearly all actives have a fitted effect of over 40% in size
# EPAC2 antag: blocks human EPAC2 exchange factor | EPAC2 GEF exchange of Rap1B-BODIPY-GDP, fluorescence | Potency, µM (highest dose often 114 µM), inactives show at the highest dose activity, negative = inhibition, actives largely listed as inhibitors | hit rate 0.18% among 360,000; note: % is set by controls: 0 for no effect and ±100 for the full control effect; nearly all actives have a fitted effect of over 45% in size; many of its hits are not listed in these tables
# Target sequence (Q8WZA2 whole entry, looked up): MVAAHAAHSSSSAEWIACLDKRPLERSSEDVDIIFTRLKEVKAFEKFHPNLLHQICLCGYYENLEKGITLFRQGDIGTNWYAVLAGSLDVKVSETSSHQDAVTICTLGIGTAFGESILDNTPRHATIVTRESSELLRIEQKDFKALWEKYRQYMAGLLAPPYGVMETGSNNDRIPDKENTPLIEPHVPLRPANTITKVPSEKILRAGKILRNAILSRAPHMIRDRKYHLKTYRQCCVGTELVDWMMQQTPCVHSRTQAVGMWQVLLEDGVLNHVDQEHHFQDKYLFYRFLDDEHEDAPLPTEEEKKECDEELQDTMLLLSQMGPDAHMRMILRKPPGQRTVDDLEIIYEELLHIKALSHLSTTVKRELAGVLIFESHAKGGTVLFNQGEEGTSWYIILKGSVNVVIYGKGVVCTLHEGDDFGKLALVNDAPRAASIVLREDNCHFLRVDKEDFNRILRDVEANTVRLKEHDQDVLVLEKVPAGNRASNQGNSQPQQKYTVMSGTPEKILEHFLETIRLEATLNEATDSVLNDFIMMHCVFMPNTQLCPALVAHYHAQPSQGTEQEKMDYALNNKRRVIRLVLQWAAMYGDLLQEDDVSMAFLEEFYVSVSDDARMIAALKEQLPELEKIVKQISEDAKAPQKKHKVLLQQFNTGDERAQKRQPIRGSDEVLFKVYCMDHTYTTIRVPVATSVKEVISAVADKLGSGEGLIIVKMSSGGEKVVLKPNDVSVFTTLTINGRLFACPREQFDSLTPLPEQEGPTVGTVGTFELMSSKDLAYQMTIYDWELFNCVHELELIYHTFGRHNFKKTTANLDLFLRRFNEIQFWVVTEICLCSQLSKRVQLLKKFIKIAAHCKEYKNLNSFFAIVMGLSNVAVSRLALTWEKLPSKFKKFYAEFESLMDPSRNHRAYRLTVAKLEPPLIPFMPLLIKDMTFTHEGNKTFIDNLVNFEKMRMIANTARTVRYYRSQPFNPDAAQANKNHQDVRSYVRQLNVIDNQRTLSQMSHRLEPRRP
# The depositor's hits bear a star; i = inactive; ? = inconclusive; / = not tested or not shown; & = joins results of further samples; [ ] = dose if it differs, or a comment. Calls come from the whole dose curve; as a rule, active = well fitted curve in the direction sought with a large enough effect; inconclusive = small, poorly fitted or top-dose-only effect, or another doubt; inactive = no such curve, though single readings can be large; an effect the other way counts as inactive or inconclusive. Potency is the fitted concentration of half-maximal effect.
smiles,TGFb inhibitor,A549 tox,Nrf2 ARE act,Nrf2 inh,MCF10A rerep,HepG2 viability,ATXN viability,ATXN2 expr inh,EPAC2 antag
CC12CC(NC(=O)N1c1cccc(C(=O)N3CCN(c4ccccn4)CC3)c1)c1ccccc1O2 (centres undefined),7%,-6%,0.0%,-3%,3%,-12%,i,-1%,2%
CCn1cc(C(=O)N2CCN(c3ccccc3)CC2)c(=O)c2cc(S(=O)(=O)N3CCOCC3)ccc21,4%&-40%,9%&1%,0.1%&2.4%,?,0%,11%&-1%,i,1%&-3%,4%
Cc1cc(C)c(C#N)c(Nc2cccc(Br)c2)n1,3%,5%,11%,1%,1%,16%,i,-4%,10%
C[N+](C)(C)CCNC(=O)c1cc[n+](Cc2ccccc2)c(/C=N/O)c1,-1%,-7%,0.3%,-3%,-1%,-36%,i,13%,-3%
CC(C)(C)C(=O)N1CCN(c2ccnc3cc(Cl)ccc23)CC1,-23%,-2%,1.7%,8.2µM*,-3%,-33%,i,/,-18%
COc1cccc(NC(=O)CSc2nc(O)c(C)c(=O)n2-c2ccc(C)cc2)c1,7%,0%,-0.7%,-21%,-3%,-15%,i,-10%,-5%
COc1ccc(NC(=O)C2CCCN(S(=O)(=O)c3c(C)[nH]c(=O)[nH]c3=O)C2)cc1 (centres undefined),?,0%&11%,-1.2%&0.0%,12%&15%,5%,-32%&-2%,?,-5%&-7%,14%
CC(C)(C)NC(=O)[C@@H]1CN(Cc2cccnc2)CCN1C[C@@H](O)C[C@@H](Cc1ccccc1)C(=O)N[C@H]1c2ccccc2C[C@H]1O,23%,-1%,-1.0%,-10%,-4%,-17%,i,-5%&4%,26%
COc1ccc(C2C3=C(CCCC3=O)Nc3nc(SCc4ccccc4)nn32)cc1OC (centres undefined),7%,-11%,0.3%,?,4%,10%,i,-4%,-1%[57.1 µM]
Cc1ccc(-c2nnn(CC(=O)Nc3ccc4nn(-c5ccccc5)nc4c3)n2)o1,1%,4%,-0.3%,0%,18%,0%,i,10%,-9%
COc1ccc(C(=O)N2CCCCCCC2)cc1OC1CCN(C(C)C)CC1,-6%,7%,-0.1%,19%,?,-3%,i,-6%,4%
CCN(CC(=O)Nc1c(F)cccc1F)C(=O)Cc1ccc2c(c1)OCCO2,6%,0%,-1.5%,-18%,2%,-3%,i,/,23%
Cc1cccc(NC(=O)C(C)Oc2ccccc2C)n1 (centres undefined),-18%,2%,-0.6%,-8%,0%,-16%,i,18%,-2%
O=C(O)C1[C@H]2C(=O)N(C3CCCC3)C[C@]23C=C[C@H]1O3 (some centres undefined),2%,-3%,-0.1%,8%,4%,-15%,i,-2%,-1%
CCn1c(=O)cc(N2CCC3(CC2)OCCO3)[nH]c1=O,-7%,11%,-0.3%,-15%,-1%,-1%,i,0%,17%
COc1ccc(C2C3=C(CC(C)(C)CC3=O)Oc3ncn(CCCn4ccnc4)c(=N)c32)cc1 (centres undefined),9%,-8%,0.3%,1%,16%,1%,i,1%,5%
NNC(=O)c1cc2ccccc2cc1NS(=O)(=O)c1ccccc1,-17%,-3%,2.3%,-4%,-1%,5%,?,-22%,3%
CC(C)C(=O)NC(Nc1cccc2cccnc12)C(Cl)(Cl)Cl (centres undefined),-22%,3%,4.0%,-26%,2%,-38%,i,-12%,1%
O=C(Nc1nnc(-c2ccc(F)cc2)o1)c1cc(Cl)sc1Cl,?,?,11%,?,1µM*,-28%,i,?,-15%
COc1ccc(-c2c(C#N)c(SCC(=O)Nc3ccccc3C)nc(C)c2C(=O)Nc2ccccc2)cc1OC,-2%,-3%,3.5%,-3%,/,-14%,/,/,/
O=C(Nc1cccnc1)Nc1cc(Cl)cc(Cl)c1,?,-3%,0.2%,-19%,?,-36%,i,-18%,-10%
Nc1ccc(-c2nc(-c3ccccc3)nc3ccccc23)cc1,-17%,0%,-0.6%,-5%,16µM*,-18%,/,-16%,-25%
C[C@H](CO)N1C[C@H](C)[C@@H](CN(C)C(=O)NC2CCCCC2)Oc2ccc(NS(=O)(=O)c3cn(C)cn3)cc2C1=O,2%,4%,0.2%,1%,-16%,-32%,i,-4%,-25%
O=C(O)c1cccc(NC(=O)c2ccccc2NC(=O)c2ccccc2F)c1,14%,3%,-0.2%,6%,?,-1%,?,?,24%
O=C(NC1CC1)C(Cc1ccccc1)NS(=O)(=O)c1ccccc1F (centres undefined),17%,-4%,-0.1%,9%,0%,0%,i,-15%,0%

# Given with values under each structure: 2 of the compounds above
# Sequence of screens: TGFb inhibitor	A549 tox	Nrf2 ARE act	Nrf2 inh	MCF10A rerep	HepG2 viability	ATXN viability	ATXN2 expr inh	EPAC2 antag
- COc1cccc(NC(=O)CSc2nc(O)c(C)c(=O)n2-c2ccc(C)cc2)c1
    7%	0%	-0.7%	-21%	-3%	-15%	i	-10%	-5%
- COc1ccc(NC(=O)C2CCCN(S(=O)(=O)c3c(C)[nH]c(=O)[nH]c3=O)C2)cc1 (centres undefined)
    ?	0%&11%	-1.2%&0.0%	12%&15%	5%	-32%&-2%	?	-5%&-7%	14%

# Carrying on.
smiles,TGFb inhibitor,A549 tox,Nrf2 ARE act,Nrf2 inh,MCF10A rerep,HepG2 viability,ATXN viability,ATXN2 expr inh,EPAC2 antag
O=C(NCc1ccccc1)c1csc2c1CCCC2,-24%,10%,2.6%,-14%,11%,-15%,i,/,-15%
CCSc1nc2c([nH]c3ccccc32)c(=O)n1-c1ccc(OC)cc1,4%,5%,-0.6%,/,/,-22%,i,14%,/
CCN1C(=O)/C(=C\c2cccc(OC(=O)c3ccco3)c2)SC1=S,0%,-5%,1.9%,13%,1%,-4%,i,-11%,-4%
O=S(=O)(c1ccccc1)c1cnc(-c2ccccc2)nc1N1CCCCC1,?,5%,3.5%,17%,?,-17%,?,17%,?
COc1ccc(C(CNC(=O)c2cccc(S(=O)(=O)N3CCc4ccccc43)c2)N(C)C)cc1 (centres undefined),-16%,?,9.4%,-11%,?,-26%,i,-9%,-9%
CSc1ncccc1C(=O)OCC(=O)c1ccc2c(c1)NC(=O)CO2,-18%,4%,0.0%,12%,2%,-11%,i,5%,24%
O=C(CSc1nc2ccccc2c(=O)[nH]1)Nc1ccc(S(=O)(=O)N2CCCC2)cc1,-24%,-11%,0.4%,?,0%,-28%,i,2%,-4%
O=S(=O)(N/N=C\c1cccnc1)c1ccccc1,-8%,-3%,0.0%,8%,0%,4%,i,1%,-3%
O=C(N/N=C/c1ccc(Br)cc1)c1cc[n+](Cc2ccccc2)cc1,8%,8%,-0.1%,1%,1%,0%,i,-22%,23%
Cc1nc2ccccn2c(=O)c1NC(=O)c1ccc(C(F)(F)F)cc1,1%,?,3.4%,/,/,-4%,/,/,/
COc1c2c(cc3oc(=O)c4c5ccc(O)cc5oc4c13)OC(C)(C)CC2,18%,2%,4.4%,?,?,3%,i,64%[activator],-2%
COc1ccc(OCC(=O)Nc2nc3cc4c(cc3s2)OCCO4)cc1,0%,3%,3.2%,5%,3%,1%,i,4%,-9%
CN1CCCN(C(=O)CNC(=O)c2ccccc2Br)CC1,1%,-11%,0.2%,0%,-4%,6%,i,0%,4%
O=C(c1cccs1)N(Cc1cccnc1)c1nc2c(Cl)cccc2s1,18µM*,0%,3.9%,/,/,-42%,/,/,/
CCc1ccc(NC(=O)CC2C(=O)N(c3cccc(C)c3)C(=O)N2Cc2cccs2)cc1 (centres undefined),?,1%,5.7%,-20%,/,-31%,/,/,/
CC(=O)c1cccc(N(C(=O)Cn2nnc3ccccc32)C(C(=O)NC2CCCCC2)c2cn(C)nc2C)c1 (centres undefined),-24%,0%,-0.5%,-2%,-16%,0%,i,7%,-2%
Cc1nnc2ccc(N3CCC4(CC3)OCCO4)nn12,-5%,1%,5.5%,9%,21%,-14%,i,21%,3%
COc1ccc(C(=O)N(C)c2ccccc2C(=O)NCCc2ccccc2)cc1,0%,-9%,0.1%,?,1%,-6%,i,-37%,0%
C/C(=C(\C#N)C(=O)NCc1ccccc1)N(C)C,1%,-2%,0.5%,17%,-4%,7%,?,3%,0%
Cc1c(C)c2c(OCC(=O)N[C@@H](Cc3ccccc3)C(=O)O)cc3c(c2oc1=O)CCC(C)(C)O3,20%,-1%,0.2%,-13%,1%,4%,i,-16%,4%
Cc1ccc(S(=O)(=O)NCC(c2ccco2)N2CCc3ccccc3C2)cc1 (centres undefined),-36%,19%,4.9%,?,25%,-3%,i,11%,-6%
O=[N+]([O-])c1cc(C(F)(F)F)ccc1SCC(O)CO (centres undefined),15%,0%,1.0%,0%,3%,-1%,i,-11%,16%
N#CC1(c2ccccc2)CCCN1C(=O)c1ccco1 (centres undefined),-12%,-3%,-0.7%,-4%,3%,-11%,i,-6%,-2%

# 6 compounds from above, sorted by the number in Nrf2 ARE act, descending:
SMILES | Nrf2 ARE act | EPAC2 antag
Cc1nnc2ccc(N3CCC4(CC3)OCCO4)nn12 | 5.5% | 3%
O=C(c1cccs1)N(Cc1cccnc1)c1nc2c(Cl)cccc2s1 | 3.9% | /
O=[N+]([O-])c1cc(C(F)(F)F)ccc1SCC(O)CO (centres undefined) | 1.0% | 16%
COc1ccc(C(=O)N(C)c2ccccc2C(=O)NCCc2ccccc2)cc1 | 0.1% | 0%
CSc1ncccc1C(=O)OCC(=O)c1ccc2c(c1)NC(=O)CO2 | 0.0% | 24%
N#CC1(c2ccccc2)CCCN1C(=O)c1ccco1 (centres undefined) | -0.7% | -2%

# Only part of the results is shown; count on the stated rates, not on these rows.
